DNA FID counter = fluorescent intercalator displacement, NS3 helicase counter-screen | hit rate 0.17% among 290,000 | DNA fluorescent intercalator displacement, fluorescence | inhibition, % at 7.9 µM | AID 1845; in the data active = inhibition above about 37%;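 also: 0% = vehicle and 100% = reference compound; higher means more ethidium bromide displaced from hairpin DNA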
M18AAP inhibitor = PfM18AAP enzyme inhibition | recombinant PfM18AAP, H-Glu-NHMec fluorogenic cleavage | hit rate 1.2% among 290,000 | inhibition, % at 7.35 µM;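 active = inhibition above the campaign mean inhibition over all tested compounds plus 3 SD, cut at about 28% in these data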;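 also: 0% = plate median of test compound wells and 100% = 2 mM ZnCl2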
MEKK2 mut-MEK5 = signal of MEK5 binding to mutant human MEKK2 PB1 domain; AID 1530; hit rate 0.35% among 290,000; percent response, % at 10 µM; bead flow cytometry, Alexa488-MEK5 binding to MEKK2 mutant; in the data active = percent response above about 24%, passing the limit was not always enough; also: inactives centre near 1; some results filed as inactive read as strong as hits; reference of the scale not given here
NALP1 yeast inh = NALP1 inhibition; S. cerevisiae NALP1/ASC/caspase-1 growth, X-gal OD620, 72 h; inhibition, % at 10 µM; hit rate 0.61% among 280,000; AID 2071; in the data active = inhibition mostly above about 24%, no sharp cut-off; inactive = mostly below about 32%; also: some compounds called inactive have numbers as strong as hits
OXTR agonist = human OXTR agonism; P30559; CHO-OTR cells, Fluo-8 calcium fluorescence; normalized: DMSO 0%, oxytocin 100%; activation, % at 3 µM; hit rate 0.32% among 320,000;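 active = activation above the mean of all tested compounds plus 3 SD, cutoff set per screening run, cut at about 20% in these data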;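 also: peak over basal fluorescence ratio from a 100 s FLIPR kinetic read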
MEKK3 PB1 HTS = modulators (inhibitors or enhancers) of MEK5 binding to human MEKK3 PB1 domain | binding response (% of control), % at 10 µM | hit rate 1.4% among 290,000 | AID 1529 | bead-based flow cytometry, Alexa488-MEK5 binding to MEKK3; actives lie on both sides; 0 = blocked by unlabeled MEK5, 100 = vehicle | Q99759;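 active = binding response more than 3 SD above or below the average of its plate-row segment, actives on both sides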;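 also: Alexa488 bead fluorescence after subtracting the streptavidin-only scavenger bead signal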
Target sequence (Q99759 whole entry, looked up, the tested form may be a part): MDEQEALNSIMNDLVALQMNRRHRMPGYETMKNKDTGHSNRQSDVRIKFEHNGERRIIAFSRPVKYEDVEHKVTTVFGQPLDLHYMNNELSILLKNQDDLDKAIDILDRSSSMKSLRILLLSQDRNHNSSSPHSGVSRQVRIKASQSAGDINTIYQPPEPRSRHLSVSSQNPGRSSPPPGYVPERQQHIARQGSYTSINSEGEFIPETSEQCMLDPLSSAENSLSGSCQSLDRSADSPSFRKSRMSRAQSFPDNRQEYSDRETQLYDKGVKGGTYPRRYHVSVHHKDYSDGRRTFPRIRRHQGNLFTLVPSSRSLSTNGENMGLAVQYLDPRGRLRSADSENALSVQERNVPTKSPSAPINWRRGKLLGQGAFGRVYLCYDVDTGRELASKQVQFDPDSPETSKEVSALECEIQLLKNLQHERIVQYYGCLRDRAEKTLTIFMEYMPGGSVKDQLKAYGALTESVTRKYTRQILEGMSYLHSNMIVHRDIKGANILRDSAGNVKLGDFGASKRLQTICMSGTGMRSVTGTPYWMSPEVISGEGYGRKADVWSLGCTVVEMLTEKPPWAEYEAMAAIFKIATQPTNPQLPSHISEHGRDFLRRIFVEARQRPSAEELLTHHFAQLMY
PHOSPHO1 inh = inhibitors of human PHOSPHO1 phosphatase | Q8TCT1 | recombinant PHOSPHO1, absorbance phosphatase assay | inhibition, % at 13.3 µM | hit rate 1.1% among 290,000 | AID 1565; in the data active = inhibition above about 60%
Target sequence (Q8TCT1 whole entry, looked up): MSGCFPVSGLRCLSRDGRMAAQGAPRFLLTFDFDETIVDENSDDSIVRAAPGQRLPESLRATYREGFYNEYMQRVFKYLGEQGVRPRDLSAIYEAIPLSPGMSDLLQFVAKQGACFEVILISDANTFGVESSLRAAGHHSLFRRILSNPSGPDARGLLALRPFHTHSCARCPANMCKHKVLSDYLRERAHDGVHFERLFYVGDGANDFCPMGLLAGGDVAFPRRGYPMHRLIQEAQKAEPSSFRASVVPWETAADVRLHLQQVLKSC
MEKK2wt PB1 HTS = raises or lowers MEK5 binding to wildtype human MEKK2 PB1 domain; bead flow cytometry, Alexa488-MEK5 binding to MEKK2 WT; actives lie on both sides; Q9Y2U5; hit rate 1.1% among 290,000; binding response (% of control), % at 10 µM; in the data active = binding response below about 67% or above about 130%
GPR7 antagonist = human neuropeptides B/W receptor 1 antagonism; P48145; GPR7-expressing cells, fluorescence antagonist assay; inhibition, % at 4.4 µM; hit rate 1.1% among 290,000; AID 1861; in the data active = inhibition above about 16%, passing the limit was not always enough;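 also: cells stimulated with the agonist NPW; 0% = agonist with vehicle and 100% = vehicle without agonist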
An asterisk follows results filed as active; nt = not tested or not shown; & = joins results of further samples; [ ] = remark or other dose.

| SMILES | DNA FID counter | M18AAP inhibitor | MEKK2 mut-MEK5 | NALP1 yeast inh | OXTR agonist | MEKK3 PB1 HTS | PHOSPHO1 inh | MEKK2wt PB1 HTS | GPR7 antagonist |
| --- | --- | --- | --- | --- | --- | --- | --- | --- | --- |
| Cc1ccc(NC(=O)CN(C)CC(=O)Nc2c(C)cccc2C)c(Br)c1 | -34 | 8 | 0 | -5 | 0.3 | 94 | 4 | 99 | 3 |
| CCOc1ccc(C(C)NC(=O)Nc2ccccc2C(=O)OC)cc1 (configuration not stated) | -18 | 6 | -4 | -17 | -0.3 | 105 | 0 | 103 | -16 |
| O=C(Cn1cnc2c(nnn2Cc2ccc(F)cc2)c1=O)N1CCCCC1 | -2 | 2 | nt | 7 | 0.2 | nt | 5 | nt | -14 |
| C/C(CCCO)=N/Nc1ccc([N+](=O)[O-])cc1[N+](=O)[O-] | 4 | 11 | 10 | -5 | 12 | 103 | 24 | 105 | 0 |
| CN(C)c1cccc(C(=O)N2CCCC(C(=O)c3cc(F)ccc3F)C2)c1 (configuration not stated) | -23 | 5 | -3 | 2 | -0.6 | 112 | 31 | 101 | -10 |
| CN(CCO)c1c2c(nc3cc(-c4cccc(F)c4)nn13)CCCC2 | -10 | 1 | 2 | 9 | -1.4 | 104 | 7 | 105 | 4 |
| Cc1noc(C)c1CSCc1ccc(Cl)cc1 | -6 | -3 | -2 | -4 | -2.3 | 94 | 28 | 93 | 15 |
| O=C(NCC1CCCCC1)c1ccc(Br)o1 | -4 | 0 | 2 | 11 | -2.1 | 100 | nt | 103 | 3 |
| CCOC(=O)N1CCN(C(=O)c2cn(-c3ccc(C)c(C)c3)c(=O)c3ccccc23)CC1 | -28 | -2 | 0 | -7 | nt | 99 | -14 | 97 | 75* |
| Cc1nc(C)c(C(=O)NCc2ccccc2Cl)o1 | 4 | 5 | -3 | 18 | 5.1 | 85 | 23 | 95 | -2 |

Random excerpt: two compounds from above
| SMILES | DNA FID counter | M18AAP inhibitor | MEKK2 mut-MEK5 | NALP1 yeast inh | OXTR agonist | MEKK3 PB1 HTS | PHOSPHO1 inh | MEKK2wt PB1 HTS | GPR7 antagonist |
| --- | --- | --- | --- | --- | --- | --- | --- | --- | --- |
| CCOc1ccc(C(C)NC(=O)Nc2ccccc2C(=O)OC)cc1 (configuration not stated) | -18 | 6 | -4 | -17 | -0.3 | 105 | 0 | 103 | -16 |
| O=C(Cn1cnc2c(nnn2Cc2ccc(F)cc2)c1=O)N1CCCCC1 | -2 | 2 | nt | 7 | 0.2 | nt | 5 | nt | -14 |

Following part.
| SMILES | DNA FID counter | M18AAP inhibitor | MEKK2 mut-MEK5 | NALP1 yeast inh | OXTR agonist | MEKK3 PB1 HTS | PHOSPHO1 inh | MEKK2wt PB1 HTS | GPR7 antagonist |
| --- | --- | --- | --- | --- | --- | --- | --- | --- | --- |
| CCCc1nn2c(N)c(/C=C3\C=Nc4ccccc43)c(=O)nc2s1 | -16&-8 | 1&-3 | -5&1 | 17 | 1.4&-0.1 | 99&104 | 32&-8 | 94&103 | -10&-3 |
| COC(=O)c1ccccc1NC(=O)C1CCCCC1C(=O)O (configuration not stated) | -6 | 3 | 6 | nt | 0.0 | 106 | 6 | 107 | 0 |
| COc1ccc(OCc2cc(C(=O)NCC3CCCCO3)no2)c(Cl)c1 (configuration not stated) | -23 | 5 | -10 | 12 | -0.2 | 102 | 50 | 98 | 6 |
| O=C(Nc1ccccc1C(=O)N1CCOCC1)C1CCCO1 (configuration not stated) | 4 | -6 | -26 | 10 | -0.1 | 1.0*[inhibitor] | 22 | -1.0*[inhibitor] | -3 |
| CC(C)OCCCNC(=O)C(NC(=O)c1ccc(Cl)cc1)C(C)C (configuration not stated) | -10 | -6 | -3 | 1 | -1.4 | 102 | 5 | 97 | -1 |
| O=c1cc(NCc2ccccc2)c2ccccc2o1 | -3 | -8 | -2 | -6 | -3.0 | 100 | 11 | 95 | -18 |
| C[C@H](NC(=O)[C@H](Cc1ccccc1)NC(=O)c1cc2cc(Cl)ccc2n1C)C(=O)O | -19 | 5 | 8 | 5 | -0.3 | 102 | 33 | 99 | 13 |
| CC(=O)Nc1ccc(NC(=O)c2c(C)nn(-c3ccccc3)c2Cl)cc1C | -10 | -4 | -13 | 6 | 0.3 | 96 | 49 | 83 | -8 |
| COc1ccc(OC)c(NC(=O)c2cccc(NC(=O)c3ccccc3C(=O)O)c2)c1 | -5 | -2 | 6 | 5 | 0.3 | 100 | 40 | 102 | -6 |
| COc1cc([N+](=O)[O-])ccc1NC(=S)NNC(=O)CCC(=O)Nc1ccccc1Cl | -9 | 8 | 3 | -5 | -0.6 | 101 | -164 | 105 | -6 |

(listing goes on)
Below each compound – DNA FID counter | M18AAP inhibitor | MEKK2 mut-MEK5 | NALP1 yeast inh | OXTR agonist | MEKK3 PB1 HTS | PHOSPHO1 inh | MEKK2wt PB1 HTS | GPR7 antagonist
COC(=O)c1ccc(CN2C(=O)NC3(CCC(C)CC3)C2=O)cc1 (configuration not stated)
    -7 | -14 | -2 | 14 | -0.2 | 101 | 4 | 100 | 8
Cc1onc(-c2ccccc2Cl)c1C(=O)Nc1ccc(-n2nncc2C(C)(C)C)cc1
    -3 | 4 | -4 | 32 | 16 | 101 | 21 | 99 | -6
O=[N+]([O-])c1nn(-c2ccc3c(c2)OCCO3)n(O)c1=NCc1ccccc1Cl
    5 | 8 | -2 | 27 | 11 | 102 | 8 | 95 | -1
NC(=O)C[C@@H]1NC(=O)c2cc([N+](=O)[O-])cc(F)c2NCCCC[C@@H](C(N)=O)NC(=O)[C@H](CO)NC1=O
    -9 | -10 | 1 | 13 | nt | 92 | -9 | 92 | 1
O=C(COc1ccc2ccccc2c1)Nc1nnc(-c2ccco2)s1
    -6 | 3 | 4 | nt | -1.8 | 110 | 10 | 107 | -1
CN(Cc1c(C(=O)N/N=C/c2ccc(F)cc2)nnn1-c1nonc1N)C1CCCCC1
    -3 | -4 | -2 | 15 | 0.0 | 95 | 24 | 93 | -6
CN(c1ccccc1)S(=O)(=O)c1cccc(C(=O)Nc2ncn[nH]2)c1
    -9 | 14 | -24 | nt | 1.0 | 92 | 42 | 85 | -9
CCc1cc2cc(C)cc(C)c2[nH]c1=S
    -5 | 5 | 5 | 0 | -0.7 | 103 | -3 | 98 | -12
O=C(Cn1cnc2c(nnn2Cc2ccc(Cl)cc2)c1=O)NC1CCCC1
    -2 | 8 | 3 | 2 | 1.0 | 101 | -4 | 101 | -3
CC(=O)Nc1ccc(C(=O)Nc2nc(-c3cccnc3)cs2)cc1
    -2 | 22 | -4 | -19 | 0.1 | 93 | 7 | 88 | 3
COc1cccc(-c2c(C(=O)N/N=C(\C)c3ccncc3)nnn2-c2nonc2N)c1
    -32 | 1 | -1 | 15 | 0.4 | 98 | 35 | 100 | -9
CCCOc1cccc(C2/C(=C(/O)c3ccc4c(c3)CC(C)O4)C(=O)C(=O)N2CCN2CCOCC2)c1 (configuration not stated)
    -76 | 6 | -1 | -30 | 1.3 | 95 | 8 | 94 | -5
CCOC(=O)CCNC(=O)CNC(=O)OCc1ccccc1
    0 | -1 | -6 | nt | 0.8 | 90 | 19 | 91 | -1
CCCCNC(=O)CSc1nnc(Cc2ccc(Cl)c(Cl)c2)c(=O)[nH]1
    -15 | -8 | 2 | 1 | 0.3 | 100 | 26 | 103 | -5
O=C(NCCS(=O)(=O)c1ccc(Br)cc1)c1ccccc1
    -7 | -3 | 6 | 7 | -1.6 | 100 | 43 | 106 | -14
Cc1ccc(S(=O)(=O)CCCS(=O)(=O)c2ccc(C)cc2)cc1
    -12 | -13 | -1 | 0 | 0.3 | 103 | 37 | 105 | -10
COc1cc([N+](=O)[O-])ccc1NC(=O)C[n+]1cccc(C(C)=O)c1
    9 | -5 | -6 | 27 | 0.5 | 104 | 34 | 99 | -8
CN(C)S(=O)(=O)c1cccc(NC(=O)COC(=O)CCC(=O)c2cccs2)c1
    -11 | -2 | -4 | 7 | -0.1 | 103 | -10 | 95 | -8
CCCCN(Cc1ccccc1)C(=O)C1CCN(S(=O)(=O)c2c(C)noc2C)CC1
    -5 | 0 | -10 | 37* | -0.5 | 76 | 11 | 82 | -6
Cc1ccccc1-n1c(SC(C)C(N)=O)nnc1-c1cccnc1 (configuration not stated)
    -2 | -8 | 0 | 9 | -0.7 | 99 | -8 | 99 | 5
COc1ccc(-n2c(SCC(=O)Nc3ccc4c(c3)OCO4)nnc2C(C)N2CCCCC2)cc1 (configuration not stated)
    -9 | 5 | -8 | 2 | 2.3 | 87 | 9 | 87 | -2
CC(NC(=O)CSc1nc(=O)cc(N)n1CCc1ccccc1)c1ccccc1 (configuration not stated)
    -21 | 2 | 3 | -5 | -1.5 | 110 | 46 | 109 | 3
Nn1c(SCC(=O)Nc2nc3ccccc3s2)nncc1=O
    6 | 6 | -2 | 30 | 1.1 | 92 | -5 | 92 | -9
O=C(CSc1ccc(-c2ccco2)nn1)c1cccc([N+](=O)[O-])c1
    -11 | 11 | -1 | 22 | -0.3 | 100 | -2 | 100 | -6
COc1ccc(NC(=O)N2CCCc3cccc(C)c32)cc1
    -10 | 0 | -42 | 28 | -1.3 | 51 | 30 | 56 | 3
CN(C)CCNc1cc(-c2ccncc2)nc2ccccc12
    77* | -1 | -1 | -6 | 0.6 | 98 | 49 | 107 | 0
N#C/C(=C\c1ccccc1)C(=O)NCCN1CCOCC1
    4 | 8 | 3 | 0 | 1.9 | 103 | 20 | 104 | -1
O=S(=O)(NCc1cc(-c2ccccc2Cl)no1)c1ccccc1
    -8 | 0 | 1 | 10 | 0.7 | 108 | -5 | 114 | -13
CC(Sc1nncs1)C(=O)NC1CCCCC1C (configuration not stated)
    0 | -17 | -1 | 19 | 0.4 | 103 | 21 | 104 | -1
Cc1c(NC(=S)NC(=O)c2sc3ccccc3c2Cl)cccc1C(=O)O
    -5 | -16 | 1 | 15 | -0.8 | 107 | 8 | 101 | 4
COc1ccccc1-c1ccc(NC2CCCC2)nn1
    -10 | -9 | 4 | 15 | -2.2 | 96 | -1 | 102 | -8

Entries above containing a COOH group (four):
Below each compound – DNA FID counter | M18AAP inhibitor | MEKK2 mut-MEK5 | NALP1 yeast inh | OXTR agonist | MEKK3 PB1 HTS | PHOSPHO1 inh | MEKK2wt PB1 HTS | GPR7 antagonist
COC(=O)c1ccccc1NC(=O)C1CCCCC1C(=O)O (configuration not stated)
    -6 | 3 | 6 | nt | 0.0 | 106 | 6 | 107 | 0
C[C@H](NC(=O)[C@H](Cc1ccccc1)NC(=O)c1cc2cc(Cl)ccc2n1C)C(=O)O
    -19 | 5 | 8 | 5 | -0.3 | 102 | 33 | 99 | 13
COc1ccc(OC)c(NC(=O)c2cccc(NC(=O)c3ccccc3C(=O)O)c2)c1
    -5 | -2 | 6 | 5 | 0.3 | 100 | 40 | 102 | -6
Cc1c(NC(=S)NC(=O)c2sc3ccccc3c2Cl)cccc1C(=O)O
    -5 | -16 | 1 | 15 | -0.8 | 107 | 8 | 101 | 4

Source: PubChem (several laboratories)
